# TRPC4 act: activators of mouse TRPC4 channel, primary screen, Fluo4 calcium, HEK293 TRPC4beta/mu-opioid cells. Short transient receptor potential channel 4 (Mus musculus), Q9QUQ5. actives 0.49% (n = 310,000). B-score at 10 µM. Fluo4 calcium fluorescence; active compounds read high;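 active = B-score above 5 SD of library B-scores, and initial fluorescence ratio not above library mean plus 5 SD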;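 note: positive B-score marks a calcium rise read as TRPC4 activation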
# Target sequence (Q9QUQ5 whole entry, looked up): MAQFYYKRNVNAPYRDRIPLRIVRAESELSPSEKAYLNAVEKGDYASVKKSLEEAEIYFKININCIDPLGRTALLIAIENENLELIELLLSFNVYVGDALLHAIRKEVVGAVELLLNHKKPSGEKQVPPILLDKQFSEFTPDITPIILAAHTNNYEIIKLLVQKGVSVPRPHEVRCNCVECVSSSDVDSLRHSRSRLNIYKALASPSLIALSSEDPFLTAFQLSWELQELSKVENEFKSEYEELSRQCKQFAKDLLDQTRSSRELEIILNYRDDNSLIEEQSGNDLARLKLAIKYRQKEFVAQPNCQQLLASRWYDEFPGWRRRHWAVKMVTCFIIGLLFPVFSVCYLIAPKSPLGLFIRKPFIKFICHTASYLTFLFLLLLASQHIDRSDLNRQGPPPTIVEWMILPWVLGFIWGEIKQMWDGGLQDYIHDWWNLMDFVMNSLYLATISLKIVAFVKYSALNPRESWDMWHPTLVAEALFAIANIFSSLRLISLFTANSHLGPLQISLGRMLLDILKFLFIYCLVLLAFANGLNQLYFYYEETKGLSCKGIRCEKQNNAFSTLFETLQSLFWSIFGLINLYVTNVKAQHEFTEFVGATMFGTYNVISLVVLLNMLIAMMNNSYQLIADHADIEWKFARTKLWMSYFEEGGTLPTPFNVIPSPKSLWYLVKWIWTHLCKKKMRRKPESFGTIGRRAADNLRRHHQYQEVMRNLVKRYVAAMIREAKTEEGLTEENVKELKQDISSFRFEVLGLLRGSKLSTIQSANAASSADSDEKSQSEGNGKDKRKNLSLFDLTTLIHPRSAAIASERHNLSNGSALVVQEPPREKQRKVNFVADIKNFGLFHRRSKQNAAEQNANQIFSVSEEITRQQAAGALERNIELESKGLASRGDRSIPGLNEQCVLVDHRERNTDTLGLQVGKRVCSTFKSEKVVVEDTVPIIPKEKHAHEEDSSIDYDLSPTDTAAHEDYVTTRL
#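 Material: TRPC4beta and mu-opioid receptor HEK293 stable cells | Incubation: 45 min room-temperature Fluo4 loading, 110 s read | Detection: Kinetic Fluo4 calcium fluorescence | Measure: Integrated baseline-normalised fluorescence ratio, converted to per-well B score | Benchmarks: Low control buffer alone, high control maximal DAMGO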
# aSyn UTR inh: MLPCN primary screen, SNCA 5' untranslated region. inhibition, % (tested at 7.5 µM). AID 1813, 2009. alpha-synuclein 5'UTR reporter, inhibitor activity. actives 0.82% (n = 300,000); in the data active = inhibition above about 60%;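 note: H4 neuroglioblastoma cells stably carrying SNCA 5'UTR luciferase fusion; 0% = DMSO wells and 100% = positive control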
# KLF5 inhibitor: KLF5 expression inhibitors, primary screen, DLD-1 cells, luminescence; AID 1700, 2009; DLD-1 KLF5 promoter-luciferase reporter; actives 0.23% (n = 290,000); inhibition, % at 5 µM;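 active = inhibition above a per-plate limit of that plate's mean compound inhibition plus 3 SD, cut at about 60% in these data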;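 note: 0% = DMSO wells and 100% = LY294002 at 200 µM; higher means less KLF5 promoter-driven luciferase light; inactives centre near -14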
# MrgX1 antag: antagonists of human MrgX1 receptor, primary screen, HEK293 cells, Fluo-4 calcium flux. Mas-related G-protein coupled receptor member X1 (Homo sapiens), Q96LB2. BAM8-22 antagonism; active compounds read low. B-score at 10 µM. actives 1.3% (n = 310,000);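 active = calcium-response B-score plate-corrected more than 3 library SD below zero, starting fluorescence within 5 deviations, no agonist response on first addition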;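 note: peak minus trough fluorescence over baseline after final BAM8-22 challenge near maximal dose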
# TRPC4 block: inhibitors of mouse TRPC4 channel, primary screen, Fluo4 calcium, HEK293 TRPC4beta/mu-opioid cells | Short transient receptor potential channel 4 (Mus musculus), Q9QUQ5 | B-score at 10 µM | AID 2247, 2010 | actives 0.39% (n = 300,000) | DAMGO-evoked Fluo4 calcium flux; active compounds read low;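 active = B-score over 3 SD under the library average, no early fluorescence shift, positive overall ratio signal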
#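 Assay system: Stable TRPC4beta/mu-opioid receptor HEK293 cells | Reagent: DAMGO in two steps, submaximal then maximal | Compound dosing: Single concentration per test compound | Signal: Fluo4 Ca2+ flux fluorescence | Evaluation: Per-well B score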
# HIF activator: HIF pathway transcriptional activators, primary screen, cell-based, U2OS HRE-luciferase, luminescence. U2OS HRE-luciferase reporter; normalized: DMSO 0%, desferrioxamine 100%. activation, % at 7.5 µM (by protocol). actives 0.32% (n = 300,000). AID 1910, 2009;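 active = mean activation of at least 10% of the iron chelator positive control signal, with at least half of replicates also reaching 10%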
# TRPC4 potent: positive allosteric modulators of TRPC4, primary screen, cell-based, mouse TRPC4beta, HEK293 mu-opioid, Fluo-4 calcium. Short transient receptor potential channel 4 (Mus musculus), Q9QUQ5. DAMGO EC20, Fluo-4 Ca2+ flux; active compounds read high. B-score at 10 µM. actives 0.42% (n = 310,000);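 active = B-score of calcium response area above 5 SD of library B-scores, with initial fluorescence ratio within 5 SD of library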;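 note: B-score of integrated fluorescence ratio over time as area under calcium response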
# TRPC6 act: mouse TRPC6 channel activators, primary screen, cell-based, HEK293, membrane potential dye; Short transient receptor potential channel 6 (Mus musculus), Q61143; HEK293-TRPC6 membrane potential dye fluorescence; active compounds read high; B-score at 10 µM; actives 0.13% (n = 310,000); AID 2550, 2010;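 active = B-score of the integrated fluorescence ratio above library mean plus 3 SD, and starting fluorescence ratio within library mean plus 5 SD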;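 note: higher score means more depolarization so channel activation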
# IEC-6 tox: cytotoxicity in IEC-6 intestinal epithelial cells, primary screen, cytotoxicity control for KLF5 inhibitor project, cell-based, luminescence. IEC-6 cytotoxicity, luminescence viability. inhibition, % at 5 µM. actives 0.78% (n = 290,000); in the data active = inhibition above about 22%;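 note: 0% = plate median of test compound wells and 100% = cytotoxic reference compound wells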
# SKKanGAS inh: S. pyogenes SKKanGAS growth inhibitors in kanamycin, primary screen, streptokinase expression inhibitor project, SKKanGAS strain, BacTiter-Glo luminescence; inhibition, % at 7.5 µM; AID 1662, 2009; 6 h; actives 1.3% (n = 300,000);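 active = mean replicate score, as percent of positive control median, at least 50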;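 note: strain carries kanamycin resistance gene driven by streptokinase promoter and grows in 40 µg/ml kanamycin; loss of luminescence reflects streptokinase promoter inhibition or plain growth inhibition; 0% = median of DMSO wells and 100% = positive control at its reference dose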
# TRPC6 inhibitor: mouse TRPC6 channel inhibitors, primary screen, cell-based, HEK293, membrane potential dye | AID 2553, 2010 | actives 1.1% (n = 310,000) | Short transient receptor potential channel 6 (Mus musculus), Q61143 | B-score at 10 µM | ACh-evoked depolarization; active compounds read low;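 active = B-score under library mean minus 3 SD, initial fluorescence not abnormally high, positive integrated signal ratio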;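 note: B-score derived from integrated fluorescence ratio over the kinetic read; more negative B-score means stronger inhibition of depolarization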
# An asterisk follows results filed as active; i = inactive; . = no result given.
mol,TRPC4 act,TRPC6 act,TRPC6 inhibitor,IEC-6 tox,aSyn UTR inh,MrgX1 antag,HIF activator,TRPC4 block,KLF5 inhibitor,SKKanGAS inh,TRPC4 potent
COc1cc(C)c(Cl)c(C)c1S(=O)(=O)NCc1ccc2c(c1)OCO2,i,i,i,2,-3,i,-46,i,9,-7,i
Cc1ccccc1NC(=O)CN1C(=O)N/C(=C\c2ccc(N3CCOCC3)c(F)c2)C1=O,i,i,i,3,-9,i,-1.2,i,-2,-4,i
CCCCN(CCCC)NC(=O)c1ccccc1,i,i,i,1,6,i,-0.1,i,-5,7,i
CCOc1ccc(NC(=O)CCC(=O)N/N=C/c2ccc3c(c2)OCO3)cc1,i,i,i,-5,4,i,0.1,i,-16,-8,i
Cc1cccc(NC(=O)CCN2CCCCC2)c1,i,i,i,2,1,i,-0.1,i,-32,-1,i
CN(C)c1ccc(P(=O)(Nc2ccc([N+](=O)[O-])cc2)N2CCOCC2)c(NC(=O)c2cccs2)c1 (stereo not drawn),i,i,i,-5,-66,i,0.0,i,-21,12,i
CCOC(=O)CC1=CSC2=NS(=O)(=O)CCN12,i,i,i,-1,8,i,-0.2,i,-5,-7,i
Cc1nnc(SCCc2ccccc2)[nH]c1=O,i,i,i,2,14,i,-0.1,i,-23,8,i
CN(Cc1ccc(Cl)cc1Cl)C(=O)CNC(=O)c1ccc2c(c1)OCO2,i,i,i,.,3,i,-0.4,i,.,-13,i
Cc1[nH]c2ccc(C(C)C)cc2c1CC(=O)O,i,i,i,-3,-1,i,-0.3,i,1,0,i
COCCN(C(=O)Cn1nnc2ccccc21)C(C(=O)NC1CCCCC1)c1ccc(OC)cc1OC (stereo not drawn),i,38*,i,1,-11,i,0.0,i,-6,4,i
CCOc1ccc(NC(=O)CN(C)C(=O)c2cn3ccccc3n2)cc1OCC,i,i,i,.,18,i,-0.4,i,.,-17,i
CCn1ncc(Br)c1C(=O)Nc1cc(C)cc(C)c1,i,i,i,4,-71,i,0.1,i,-36,-1,i
COc1ccc(CNC(=O)CN(Cc2ccccc2)S(=O)(=O)c2ccc(Cl)cc2)cc1,i,i,i,-4,14,-4.9*,-0.2,i,-21,0,i
COc1ccccc1N1CCN(C2CCCN(C(=O)c3ccsc3)C2)CC1 (stereo not drawn),i,i,i,0,-10,i,-0.3,i,-25,3,i
O=C(NCC(c1cccnc1)N1CCN(c2ccc(F)cc2)CC1)OCc1ccccc1 (stereo not drawn),i,i,i,-2,-5,i,-0.3,i,-7,2,i
COc1ccc(-n2nc(C(=O)c3cccs3)cc(-c3nc4ccccc4[nH]3)c2=N)cc1,i,i,-9.7*,-6,-32,i,1.2,i,-25,58*,i
COc1ccc2nc3oc(C(=O)NCCCOC(C)C)cc3cc2c1,i,i,i,6,-9,i,0.3,i,-39,-6,i
COc1ccc(S(=O)(=O)NCCC(=O)N2CCCC2)cc1N(C)S(C)(=O)=O,i,i,i,0,23,i,0.1,i,-20,1,i
COc1ccc(C(C)C)cc1S(=O)(=O)NCC1CCCO1 (stereo not drawn),i,i,i,-1,-3,i,0.0,i,-20,-2,i
CCOC(=O)C1CCCN(CC(=O)NC2=Nc3ccccc3N=C(C)C2c2ccccc2)C1 (stereo not drawn),i,i,i,2,12,i,-0.6,i,13,4,i
Nc1[nH]n2c(=O)c3c(nc2c1N=Nc1ccccc1)CCCC3,i,i,i,-2,15,i,0.2,i,2,2,i
CC1(c2nnc(Cc3ccccc3)o2)CC(c2cccc([N+](=O)[O-])c2)=NO1 (stereo not drawn),i,i,i,.,14,i,-2.2,i,.,-4,i
COC(=O)CN(c1cccc(OC)c1)S(C)(=O)=O,i,i,i,-4,18,i,0.0,i,9,-4,i
COCCNC(=O)c1ccc(-n2c(SCc3cccnc3)nc3ccccc3c2=O)cc1,i,i,i,2,11,i,-0.5,i,5,10,i
COc1cc(Cl)ccc1OCc1cc(C(=O)NCC(C)c2ccccc2)no1 (stereo not drawn),i,i,i,-5,-11,i,0.8,i,-7,4,i
O=C(COC(=O)c1ccc(NS(=O)(=O)c2ccc3c(c2)OCCO3)cc1)NC1CCS(=O)(=O)C1 (stereo not drawn),i,i,i,-1,1,i,-0.1,i,-25,-11,i
COc1ccc(OC)c(Nc2c3c(nc4ccccc24)CCC3)c1,i,i,i,85*,106*,i,-29,-5*,64*,-3,i
CCN(CCNC(=O)C1CCC(=O)N1Cc1ccc(C)cc1)c1ccccc1 (stereo not drawn),i,i,i,-5,2,i,-0.4,i,0,-12,i
CCOc1ccc(N2CC(C(=O)N3CCc4ccccc4C3)CC2=O)cc1 (stereo not drawn),i,i,i,-1,10,i,0.1,i,0,0,i

# In a second layout: results already given
> CCOC(=O)CC1=CSC2=NS(=O)(=O)CCN12
  TRPC4 act: i; TRPC6 act: i; TRPC6 inhibitor: i; IEC-6 tox: -1; aSyn UTR inh: 8; MrgX1 antag: i; HIF activator: -0.2; TRPC4 block: i; KLF5 inhibitor: -5; SKKanGAS inh: -7; TRPC4 potent: i

> Cc1cccc(NC(=O)CCN2CCCCC2)c1
  TRPC4 act: i; TRPC6 act: i; TRPC6 inhibitor: i; IEC-6 tox: 2; aSyn UTR inh: 1; MrgX1 antag: i; HIF activator: -0.1; TRPC4 block: i; KLF5 inhibitor: -32; SKKanGAS inh: -1; TRPC4 potent: i

> CCOc1ccc(N2CC(C(=O)N3CCc4ccccc4C3)CC2=O)cc1 (stereo not drawn)
  TRPC4 act: i; TRPC6 act: i; TRPC6 inhibitor: i; IEC-6 tox: -1; aSyn UTR inh: 10; MrgX1 antag: i; HIF activator: 0.1; TRPC4 block: i; KLF5 inhibitor: 0; SKKanGAS inh: 0; TRPC4 potent: i

> CCN(CCNC(=O)C1CCC(=O)N1Cc1ccc(C)cc1)c1ccccc1 (stereo not drawn)
  TRPC4 act: i; TRPC6 act: i; TRPC6 inhibitor: i; IEC-6 tox: -5; aSyn UTR inh: 2; MrgX1 antag: i; HIF activator: -0.4; TRPC4 block: i; KLF5 inhibitor: 0; SKKanGAS inh: -12; TRPC4 potent: i

# Next section:
mol,TRPC4 act,TRPC6 act,TRPC6 inhibitor,IEC-6 tox,aSyn UTR inh,MrgX1 antag,HIF activator,TRPC4 block,KLF5 inhibitor,SKKanGAS inh,TRPC4 potent
O=C(c1ccc2c(c1)OCO2)N1CCN(S(=O)(=O)N2CCCCC2)CC1,i,i,i,-5,-19,i,-0.3,i,-2,4,i
Cn1cccc1C(=O)NC(=O)COC(=O)c1ccc(O)cc1,i,i,i,1,32,i,.,i,-48,0,i
O=S(=O)(c1ccccc1)N1CCN(c2cccc(Cl)c2)CC1,i,i,i,-2,8,i,0.1,i,-74,-1,i
CCn1c(=O)c2cc(C(=O)NCCC(C)C)sc2c2ccccc21,i,i,i,2,-19,i,-22,i,-38,11,i
CCOc1ccc(NC(=O)CN(C)C(=O)COc2cccc(CC)c2)cc1OCC,i,i,i,.,6,i,-0.6,i,.,-5,i
CSc1ccc(CN(C)C(=O)c2cccc(S(=O)(=O)NCc3ccccc3)c2)cc1,i,i,i,1,10,-5.1*,-0.5,i,-52,-6,i
COc1ccc(Br)c(C(=O)OCc2cc(=O)oc3cc(C)ccc23)c1,i,i,i,0,-34,i,0.4,i,-35,-1,i
Cc1nn(-c2ccccc2Cl)c2sc(C(=O)Nc3nnc(C4CC4)s3)cc12,i,i,i,-10,-9,i,-0.3,i,-2,8,i
CCOC(=O)c1ccc(NC(=O)Cn2cnc(S(=O)(=O)N3CCCC3)c2)cc1,i,i,i,0,6,i,-0.5,i,-26,-4,i
CCOC(=O)C1=C(C)N(CCCC(=O)O)C(=O)NC1c1ccccc1OS(=O)(=O)c1ccccc1[N+](=O)[O-] (stereo not drawn),i,i,i,.,-32,i,-0.1,i,.,4,i
CN1CCN(C2=NCCO2)CC1,i,i,i,3,0,i,-1.2,i,-5,0,i
COCCOC(=O)c1c(C)oc2ccc(OS(C)(=O)=O)cc12,i,i,i,2,-4,i,1.0,i,2,1,i
COc1ccccc1C1CCN(C(=S)Nc2ccc(Br)cc2)CC1,i,i,i,-2,-11,i,-0.5,i,-5,16,i
Cc1ccc(-c2csc(NC(=O)c3cccc(S(=O)(=O)N4CCN(C)CC4)c3)n2)cc1,i,i,i,-3,-66,i,0.7,i,16,31,i
O=C(N/N=C\c1ccc(OCC(=O)N2CCCC2)cc1)C(=O)Nc1ccccc1F,i,i,i,-4,-9,i,0.2,i,-22,4,i
COC(=O)Cc1ccc(NC(=S)NCCCO)cc1,i,i,i,-4,7,i,-0.5,i,-5,5,i

# Results in TRPC4 act, TRPC6 act and TRPC4 potent (4 entries from above):
SMILES	TRPC4 act	TRPC6 act	TRPC4 potent
CCOC(=O)C1=C(C)N(CCCC(=O)O)C(=O)NC1c1ccccc1OS(=O)(=O)c1ccccc1[N+](=O)[O-] (stereo not drawn)	i	i	i
CN1CCN(C2=NCCO2)CC1	i	i	i
COCCOC(=O)c1c(C)oc2ccc(OS(C)(=O)=O)cc12	i	i	i
COc1ccccc1C1CCN(C(=S)Nc2ccc(Br)cc2)CC1	i	i	i

# Screens (PubChem BioAssay)
